# Epigenetic derep: derepresses silenced GFP reporter in murine cells | murine LDR cells, GFP reporter derepression, 30 h | Potency, µM (series often up to 53.9 µM), for inactives: at the highest dose GFP activation, hits mostly activators | hit rate 0.2% among 280,000; also: % of control where 0% means no effect; nearly all actives have a fitted effect of over 60% in size
#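 Murine LDR cells carrying a silenced, genomically integrated CMV-driven GFP reporter were exposed to compound for 30 hours at 37 C. After PBS washes, GFP-positive cells (20–120 um objects) were counted by laser-scanning microplate cytometry.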
# RECQ1 helicase: inhibitors of human RECQ1 DNA helicase; P46063; RECQ1 DNA unwinding, red fluorescence kinetic read; Potency, µM (highest dose often 57.3 µM), without a hit: at the highest dose activity, negative = inhibition, hits mostly inhibitors; hit rate 0.54% among 240,000; AID 2549;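 also: plate controls were vehicle for no effect and no enzyme for full effect; nearly all actives have a fitted effect of over 30% in size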
#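 RECQ1T1 50 nM; forked duplex (20 bp + 30-nt ss tails) 200 nM, ATP 2 mM final; pH 8.0, 2 mM MgCl2, 2.5 ug/ml poly(dI-dC); 15 min compound preincubation; discontinuous kinetic read over 2 h at RT.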
# RGS12 GoLoco inh: inhibitors of human Gai1-RGS12 GoLoco interaction (red fluorophore); Gai1:RGS12 GoLoco peptide FP, rhodamine, 10 min; hit rate 0.44% among 230,000; Potency, µM (top dose mostly 61.6 µM), inactives show at the highest dose activity, negative = inhibition, usual class: inhibitors; AID 880; active = well fitted inhibition curve with a large enough effect, not every such curve was filed as active; inactive = no such curve, though single readings can be large or run the other way; also: % is scaled to controls: 0 for no effect and ±100 for the full control effect; nearly all actives have a fitted effect of over 30% in size; many of its hits are not listed in these tables
# Target sequence (P63096 whole entry, looked up): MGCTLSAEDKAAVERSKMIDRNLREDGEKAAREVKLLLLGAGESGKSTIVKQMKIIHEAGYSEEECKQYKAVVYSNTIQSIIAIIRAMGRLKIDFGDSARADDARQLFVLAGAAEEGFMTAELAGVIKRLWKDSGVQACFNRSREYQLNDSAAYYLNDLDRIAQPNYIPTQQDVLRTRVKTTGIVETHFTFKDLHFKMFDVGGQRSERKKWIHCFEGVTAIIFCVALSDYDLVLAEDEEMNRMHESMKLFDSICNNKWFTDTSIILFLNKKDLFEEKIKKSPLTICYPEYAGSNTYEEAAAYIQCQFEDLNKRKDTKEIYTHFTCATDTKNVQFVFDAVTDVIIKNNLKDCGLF
# IMPase Li cell: cell-permeable IMPase inhibitors with lithium potentiation; CHO-M1 cells, IP1 TR-FRET (IP-One), carbachol + lithium; Potency, µM (series often up to 59.4 µM), without a hit: top-dose activity, negative = IMPase inhibition, hits mostly inhibitors; AID 1457; hit rate 0.35% among 210,000;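 also: IP1 builds up when IMPase is blocked and the TR-FRET signal falls; plate controls were basal vehicle for no effect and high inhibitor control for full effect; nearly all actives have a fitted effect of over 50% in size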
#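 Concentration–response in CHO-M1 cells, lithium-potentiated; 30 min at 37C. IP1 detected by competitive TR-FRET after 10 min lysis at RT. Hill-fitted AC50.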
# JMJD2E inh: JMJD2E (human) inhibition | hit rate 1.6% among 230,000 | AID 2147 | Potency, µM (highest dose often 57.1 µM), for the others: at the top dose activity change, negative = inhibition, most hits filed as inhibitors | JMJD2E catalytic domain, FDH-coupled NADH fluorescence (FDH is formaldehyde dehydrogenase) | B2RXH2; active = well fitted inhibition curve with a large enough effect, not every such curve was filed as active; inconclusive = small, poorly fitted or top-dose-only effect, or another doubt; inactive = no such curve, though single readings can be large or run the other way;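 also: 0% = wells with enzyme and -100% = buffer wells without enzyme; nearly all actives have a fitted effect of over 50% in size; many of its hits are not listed in these tables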
# Target sequence (B2RXH2 1-337 limits assumed): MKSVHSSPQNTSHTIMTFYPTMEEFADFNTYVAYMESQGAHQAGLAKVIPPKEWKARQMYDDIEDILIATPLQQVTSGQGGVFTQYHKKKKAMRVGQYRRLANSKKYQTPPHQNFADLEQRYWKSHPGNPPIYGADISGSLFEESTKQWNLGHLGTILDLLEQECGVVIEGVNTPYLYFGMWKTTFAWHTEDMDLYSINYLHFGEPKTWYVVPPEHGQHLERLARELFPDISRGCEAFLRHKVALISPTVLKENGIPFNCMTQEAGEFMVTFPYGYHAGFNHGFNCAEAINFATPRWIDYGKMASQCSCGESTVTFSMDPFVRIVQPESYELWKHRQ
# Luc counter: counter-screen: inhibitors of Kinase-Glo firefly luciferase. Q27757. Kinase-Glo luciferase, ATP luminescence, 8 min. Potency, µM (top dose mostly 38.3 µM), for the others: at the highest dose activity change, negative = inhibition, usual class: inhibitors. hit rate 0.28% among 200,000; also: % is scaled to controls: 0 for no effect and ±100 for the full control effect; nearly all actives have a fitted effect of over 60% in size
#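 Light output from Kinase-Glo luciferase with luciferin and 10 uM ATP in 50 mM imidazole pH 7.2, KCl, MgCl2, Tween 20, BSA; compound pin-delivered, 8-min ambient incubation, then luminescence read.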
# NPSR antagonist: antagonists of human neuropeptide S receptor cAMP signaling. Q6W5P4. CHO-NPSR cells, cAMP TR-FRET, antagonist mode. hit rate 1% among 220,000. AID 1461. Potency, µM (doses to about 38.3 µM), for the others: at the top dose activity change, negative = inhibition, hits mostly inhibitors; also: % is scaled to controls: 0 for no effect and ±100 for the full control effect; nearly all actives have a fitted effect of over 50% in size; many of its hits are not listed in these tables
# Target sequence (Q6W5P4 whole entry, looked up): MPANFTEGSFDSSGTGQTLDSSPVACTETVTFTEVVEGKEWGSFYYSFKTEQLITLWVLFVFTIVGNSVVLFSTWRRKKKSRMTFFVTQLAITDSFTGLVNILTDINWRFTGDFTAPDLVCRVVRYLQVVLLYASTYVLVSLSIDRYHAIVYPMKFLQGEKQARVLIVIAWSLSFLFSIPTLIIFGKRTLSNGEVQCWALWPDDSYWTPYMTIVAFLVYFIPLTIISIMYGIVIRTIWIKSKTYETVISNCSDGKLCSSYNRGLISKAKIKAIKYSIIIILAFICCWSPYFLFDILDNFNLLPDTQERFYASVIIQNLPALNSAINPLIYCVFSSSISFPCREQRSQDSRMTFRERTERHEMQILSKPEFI
# SMN2 splice enh: enhancers of SMN2 splice variant expression. HEK293 SMN2-luciferase splicing reporter, luminescence, 30-36 h. Potency, µM (highest dose often 46.1 µM), for inactives: at the highest dose activity change, positive = activation, hits mostly activators. hit rate 2.8% among 210,000; also: % of control where 0% means no effect; nearly all actives have a fitted effect of over 55% in size
#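 HEK293 cells carry an SMN2 minigene-luciferase reporter in which exon 7 inclusion puts luciferase in frame. Cells were seeded at 2000 cells/well, attached for 10-12 hours, then exposed to compounds for 30-36 hours at 37C before ONE-Glo luminescence.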
# An asterisk follows results filed as active; i = inactive; ? = inconclusive; . = not tested or not shown; & = joins results of further samples; [ ] = dose if it differs, or a comment. Unless noted, calls follow the shape of the dose curve; as a rule, active = well fitted curve in the direction sought with a large enough effect; inconclusive = small, poorly fitted or top-dose-only effect, or another doubt; inactive = no such curve, though single readings can be large; an effect the other way counts as inactive or inconclusive. Potency is read from the fitted curve at half-maximal effect. This is a subset; the hit share may differ from the screen's.
SMILES | Epigenetic derep | RECQ1 helicase | RGS12 GoLoco inh | IMPase Li cell | JMJD2E inh | Luc counter | NPSR antagonist | SMN2 splice enh
O=C(NC1c2ccccc2-c2ccccc21)c1ccccc1 | 0.0% | -3% | -2% | -23% | 0% | 0% | 5% | -3%
COc1ccc(/C=N/NC(=O)c2cc(C)oc2C)cc1OC | 0.4% | i | 5% | . | -3% | . | -2% | .
Cn1c(=O)n(C)c2cc(/C=N/NC(=S)NCc3ccccc3)ccc21 | 16% | -20% | 8% | 3% | ? | 3% | -6% | 20%
Cc1nc(N)sc1C(=O)Nc1ccccc1 | 0.0% | 0% | 3% | 12%[38.3 µM] | -4% | -26% | -10%[46.1 µM] | 28%
CC(C)(C)n1nnnc1C(c1ccccn1)N1CCN(C(c2ccccc2)c2ccccc2)CC1 (stereo unspecified) | 0.0% | -4% | 8% | 13% | -15% | 1% | ? | .
O=C(Nc1ccccc1)/C(=C\c1ccc2c(c1)OCO2)NC(=O)c1ccco1 | 1.9% | -2% | 15% | -17%[38.3 µM] | -29% | 0% | -1%[46.1 µM] | -26%
COc1ccc(CCNC(=S)NC(=O)/C=C/c2ccc(C)cc2)cc1OC | 2.4% | 4% | 12% | . | -5% | . | -12% | .
CC(C)C[C@@H](/C=C/S(C)(=O)=O)NC(=O)[C@H](CC(C)C)NC(=O)[C@H](CC(C)C)NC(=O)OCc1ccccc1 | 6.3µM* | -6% | 4% | -31% | . | . | . | -111%[inhibitor]
C/C(=N\NC(=O)c1cc(-c2ccncc2)nc2ccccc12)c1ccc(OC(F)F)cc1 | -0.2% | -6% | -1% | 13% | -2% | -2% | -16% | -10%
O=C(COC(=O)CNS(=O)(=O)c1cccc(Br)c1)Nc1ccccc1Sc1ccccc1 | -3.0% | -10% | 14% | -2% | -12% | -1% | 14% | -9%
C[C@H]1C(=O)N(C)CCN1Cc1cn(C)nc1-c1ccc(Oc2ccccc2)cc1 | 0.0% | 10% | 12% | 9% | -20% | 0% | -25% | .
CCCCCCCCCCCCCCCC(=O)NCCc1ccc(O)c(O)c1 | ? | 8%&-7% | 1%&3% | -2%&-9% | -10%&-10% | -3%&-2% | . | -2%&-5%
CC(=O)Oc1ccccc1-c1nc(C)nc(N(C)C(C)=O)n1 | 2.3% | i | -5% | 35%[activator][38.3 µM] | 12% | 4% | -13%[46.1 µM] | ?
CCOC(=O)c1noc(C)c1C(=O)Nc1nccs1 | -3.1% | -1% | 3% | -2% | 2% | -1% | 4% | 16%
Cc1oc2cc(O)ccc2c(=O)c1Oc1ccccc1Br | 3.2% | -4% | 13% | 7%[38.3 µM] | ? | 0% | -16%[46.1 µM] | 7%
Cc1ccc(-n2c(=O)c3ccccc3n(CC(=O)NCc3ccco3)c2=O)cc1 | -1.3% | -2% | 2% | 2% | 2% | 1% | 6% | -15%
Cc1ccc(C(c2nnnn2CS(=O)(=O)c2ccc(C)cc2)N2CCCC2)cc1 (stereo unspecified) | 2.4% | i | -6% | 13% | -4% | -2% | 19% | .
Cc1sc(NC(=O)C2CCCO2)c(C#N)c1C (stereo unspecified) | 6.8% | -2% | 15% | 27%[38.3 µM] | ? | -5% | -17%[46.1 µM] | .
CCNC(=O)Nc1ccc(-n2nc(C)c(C(=O)OCC)c2C)nc1 | 1.9% | 2% | 11% | -6% | ? | -7% | 7% | -7%
O=C(Nc1ccc(Cl)cc1)N1CCCC1 | 0.0% | -12% | 6% | 20%[38.3 µM] | -5% | -3% | 3%[46.1 µM] | 6%
CC(=O)C1=C(C)NC(=O)NC1/C=C/c1ccccc1 (stereo unspecified) | -1.6% | -14% | -18% | -4% | 12% | -2% | 14% | 0%
Cc1c(NC(=O)c2ccc(CN3CCc4ccccc4C3)cc2)c(=O)n(-c2ccccc2)n1C | 3.2% | -12% | 0% | 23%[38.3 µM] | 13% | -1% | -5%[46.1 µM] | -58%[inhibitor]
O=C(O)c1ccc(N2C(=O)CC(SC(=NCc3ccc4c(c3)OCO4)Nc3ccc(F)cc3)C2=O)cc1 (stereo unspecified) | -1.6% | -3% | 20% | 12% | 0% | 2% | -12% | 10%
CC(C)CC(C(=O)Nc1oc(-c2ccco2)c(-c2ccco2)c1C#N)N1C(=O)c2ccccc2C1=O (stereo unspecified) | 2.3% | ? | 85%[activator] | 5%[38.3 µM] | -8% | 1% | -21%[46.1 µM] | 13%
CCn1c(SCC(=O)Nc2ccccc2C(=O)OC)nnc1-c1ccoc1C | -3.9% | -2% | 8% | 6%[38.3 µM] | -7% | -2% | -6%[7.67 µM] | 7%
COc1cccc(CNC(=O)CCC2CCCN(C(=O)Cc3ccccc3F)C2)c1 (stereo unspecified) | 3.2% | i | -10% | 7% | 12% | 0% | -15% | -15%
Cc1ccc(C(c2c(O)nc3n(c2=O)CCS3)c2c(O)nc3n(c2=O)CCS3)cc1 | -1.3% | -7% | -10% | -5% | 2% | -2% | 0% | -4%
Cc1ccc(NS(=O)(=O)c2ccc(C)c(NC(=O)COc3ccc4ccccc4c3)c2)c(C)c1 | 3.3% | -7% | -5% | -3% | -1% | -8% | -21% | -6%
CCCn1c(CNc2ccc(Br)cc2)nc2ccccc21 | 0.0% | -5% | 4% | 31%[activator][38.3 µM] | -5% | 2% | -11%[46.1 µM] | -39%[inhibitor]
Cc1ccc(-c2[nH]c(-c3ccc(Cl)cc3)nc2SCC(=O)NCC2CCCO2)cc1 (stereo unspecified) | -3.1% | -2% | -2% | 11% | -2% | 3% | -43% | -12%
COc1ccc(OC)c(S(=O)(=O)NCCc2ccccc2)c1 | -0.9% | -12% | -3% | 39%[activator][38.3 µM] | -8% | -7% | 0%[46.1 µM] | ?
CCn1c(SC(C)C(=O)OC)nnc1-c1c[nH]c2ccccc12 (stereo unspecified) | -1.2% | -12% | -1% | 2%[38.3 µM] | -3% | -2% | -4%[46.1 µM] | -19%
COc1ccccc1NC(=O)CNC(=O)c1ccc([N+](=O)[O-])cc1 | -0.1% | i | 0% | 3% | 8% | 1% | 2% | 0%
COc1cccc(C2C(C#N)=C(N)Oc3c2oc(CO)cc3=O)c1OC (stereo unspecified) | -1.0% | i | -7% | -2%[38.3 µM] | -8% | 3% | -8%[46.1 µM] | -11%
Cc1ccc(NC2=C(N3CCCCC3)C(=O)c3ccccc3C2=O)cc1 | -1.0% | -7% | . | . | 1% | . | -22%[46.1 µM] | .
COc1ccc(CN(C(=S)Nc2ccccc2)C2CC(=O)N(c3ccccc3)C2=O)cc1 (stereo unspecified) | 1.0% | -1% | 1% | 4% | -7% | 2% | -15%[46.1 µM] | 17%
N#CCCn1c(C(C#N)(CCC#N)CCC#N)nc2ccccc21 | -1.0% | i | 10% | 14%[38.3 µM] | -4% | 4% | 2%[46.1 µM] | 7%
O=C(NCCc1ccccc1)C1CCN(S(=O)(=O)N2CCCCCC2)CC1 | -0.5% | i | 4% | 8% | 7% | 3% | -2% | -2%
OC(c1ccccc1)c1nccc2ccccc12 (stereo unspecified) | 1.5% | -10% | 8% | -16% | 1% | 0% | 3% | 10%
COc1cc(OC)cc(C(=O)NCC(=O)N2CCC(C)CC2)c1 | 6.8% | -22% | 6% | -16%[38.3 µM] | -10% | -5% | 3%[46.1 µM] | 12%
CCCCN1C(=O)CC(Sc2ccccc2C(=O)O)C1=O (stereo unspecified) | -1.1% | -5% | 13% | -2%[38.3 µM] | -5% | -6% | -4%[46.1 µM] | 3%
CCCn1c(SCC(=O)NC(C)(C)C)nnc1-c1ccco1 | 0.0% | -7% | 9% | 6% | -1% | -2% | -5% | .
CC(=O)Nc1cccc(NC(=O)CCc2ccccc2)c1 | 0.7% | -5% | -3% | 17%[38.3 µM] | 7% | -2% | 17%[46.1 µM] | -10%
C=CCNC(=O)C(=O)NCCOc1ccccc1Cl | 1.0% | 0% | -3% | -7% | -1% | 2% | 15% | -10%
CC(NC(=O)NCCCC(=O)O)(C(F)(F)F)C(F)(F)F | -2.2% | i | 10% | 24%[38.3 µM] | 3% | -2% | 1%[46.1 µM] | -6%
Cc1oc(C(C)(C)C)cc1C(=O)NCc1ccc2c(c1)OCO2 | 0.0% | -2% | 7% | . | 4% | . | 13% | .
Cc1onc(-c2ccccc2)c1C(=O)OCC(=O)c1ccccc1 | -1.0% | -9% | 9% | 22%[38.3 µM] | 7% | 1% | -10%[46.1 µM] | 4%
COc1ccc(Oc2nnc(C)c3ccccc23)cc1 | -0.1% | -7% | 10% | 16%[38.3 µM] | -4% | 14% | -4%[46.1 µM] | ?
Cc1ccc(C(=O)O/N=C(\N)c2ccc(Br)cc2)cc1C | -0.7% | -3% | -3% | 5%[38.3 µM] | 0% | 17% | -3%[46.1 µM] | -11%
CCOC(=O)c1c(C)nc(C)c(C(=O)OCC)c1-c1ccc(Br)cc1 | -0.9% | -9% | . | . | 6% | . | -30%[46.1 µM] | .
CCN(CC)C(=O)c1ccc(C(=O)c2ccccc2)cc1 | -4.3% | -3% | -2% | 22%[38.3 µM] | 4% | -1% | -10%[46.1 µM] | 0%
Cc1c(-c2ccccc2)[n+](=O)c(-c2ccc(Cl)cc2)c(C)n1[O-] | -1.3% | i | 3% | 5% | -7% | -4% | 2% | -6%
O=C(c1cc2cc(Br)cc(Br)c2oc1=O)N1CCCC1 | -1.1% | 2% | 4% | -2% | 5% | -3% | 7%[46.1 µM] | -7%
COc1ccc(NC(=O)OC(CN2CCCCC2)C(F)(F)F)cc1 (stereo unspecified) | 1.1% | -6% | -4% | 3%[38.3 µM] | 7% | -1% | -12%[46.1 µM] | -11%
Cc1nc2oc(C(=O)c3ccccc3)c(N)c2c2c1COC(C)(C)C2 | -2.0% | 0% | 12% | -6% | 4% | 1% | -9%[46.1 µM] | 17%
NC(=O)c1c(/N=C/c2cccnc2)sc2c1CCCC2 | 0.7% | -6% | -7% | . | ? | . | 16% | .
O=C(Nc1ccccc1Cl)c1cccs1 | -1.3% | -1% | 4% | 0%[38.3 µM] | -2% | -6% | -9%[46.1 µM] | -8%
CC(C)Cc1cc(C(=O)NCCN2CCOCC2)no1 | 0.0% | 1% | 2% | 27%[38.3 µM] | -3% | 2% | 16%[46.1 µM] | 10%
CC(=O)N(C)c1ccc(NC(=O)Nc2ccc(C)cc2)cc1 | 0.0% | i | -7% | 3% | 8% | 1% | 6% | ?
